TbPYK inhibitor = qHTS of Trypanosoma Brucei Inhibitors; pyruvate kinase (Trypanosoma brucei), Q57TT1; AID 624173, 2012; 410,000 tested, 0.12% active; TbPYK enzyme, Kinase-Glo Plus ATP luminescence, 45 min; Potency, µM (series often up to 76.8 µM), for the others: at the top dose activity, negative = inhibition, most hits filed as inhibitors; note: potency is the fitted concentration of half-maximal effect; % is set by controls: 0 for no effect and ±100 for the full control effect; nearly all actives have a fitted effect of over 50% in size
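Luminescent Kinase-Glo Plus end-point after 45 min room-temperature reaction of T. brucei pyruvate kinase started with 130 uM ADP (final). Buffer TEA 50 mM pH 7.2 with KCl, MgCl2, BSA, Tween-20; titration-based qHTS with fitted concentration-effect curves.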
Pf growth 96h = Primary qHTS for delayed death inhibitors of the malarial parasite plastid, 96 hour incubation; P. falciparum luciferase reporter growth, 96 h; Potency, µM (top dose mostly 28.7 µM), without a hit: at the top dose activity change, negative = inhibition, actives largely listed as inhibitors; 320,000 tested, 6.9% active; AID 504834, 2011; note: potency is the fitted concentration of half-maximal effect; % is set by controls: 0 for no effect and ±100 for the full control effect
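Two-generation exposure (96 h) targets delayed-death phenotype. Reporter parasites carrying integrated firefly luciferase, in red cells at 2% hematocrit and 0.05% parasitemia final, kept at 37 C, 5% CO2; luminescence loss indicates inhibition.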
Cycloheximide cs = Cycloheximide Counterscreen for Small Molecule Inhibitors of Shiga Toxin; cell reporter, cycloheximide protein synthesis inhibition counterscreen; max response, %; 300,000 tested, 12% active; AID 2314, 2010; in the data active = max response mostly above about 13%, no sharp cut-off; inactive = mostly below about 14%; note: read at 38.3 µM for the half of the compounds with a filed dose; 0% is about no effect
Pf growth 48h = Primary qHTS for delayed death inhibitors of the malarial parasite plastid, 48 hour incubation | AID 504832, 2011 | P. falciparum luciferase growth in erythrocytes, 48 h | 310,000 tested, 5.9% active | Potency, µM (highest dose often 28.7 µM), inactives show top-dose activity change, negative = inhibition, hits mostly inhibitors; note: potency is the fitted concentration of half-maximal effect; % is set by controls: 0 for no effect and ±100 for the full control effect
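Luciferase-expressing P. falciparum in infected erythrocytes (2% hematocrit, 0.1% parasitemia final) in RPMI 1640/0.5% Albumax were exposed to compound for 48 hours at 37 C, 5% CO2; growth read as luminescence.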
Shiga inhibitor = A qHTS for Small Molecule Inhibitors of Shiga Toxin; 290,000 tested, 9.2% active; Vero cells, Shiga toxin protein synthesis inhibition reporter; inhibition, % at 38.7 µM; AID 2315, 2010; in the data active = inhibition mostly above about 28%, no sharp cut-off; inactive = mostly below about 43%; note: 0% is about no effect
LmPK inh = qHTS Assay for Inhibitors of Leishmania Mexicana Pyruvate Kinase (LmPK). purified LmPK, Kinase-Glo ATP luminescence, 1 h. Potency, µM (highest dose often 57.5 µM), for the others: at the highest dose activity change, negative = inhibition, most hits filed as inhibitors. 290,000 tested, 0.37% active. AID 1721, 2009; note: potency is the fitted concentration of half-maximal effect; % is set by controls: 0 for no effect and ±100 for the full control effect
Target sequence (Q27686 whole entry, looked up): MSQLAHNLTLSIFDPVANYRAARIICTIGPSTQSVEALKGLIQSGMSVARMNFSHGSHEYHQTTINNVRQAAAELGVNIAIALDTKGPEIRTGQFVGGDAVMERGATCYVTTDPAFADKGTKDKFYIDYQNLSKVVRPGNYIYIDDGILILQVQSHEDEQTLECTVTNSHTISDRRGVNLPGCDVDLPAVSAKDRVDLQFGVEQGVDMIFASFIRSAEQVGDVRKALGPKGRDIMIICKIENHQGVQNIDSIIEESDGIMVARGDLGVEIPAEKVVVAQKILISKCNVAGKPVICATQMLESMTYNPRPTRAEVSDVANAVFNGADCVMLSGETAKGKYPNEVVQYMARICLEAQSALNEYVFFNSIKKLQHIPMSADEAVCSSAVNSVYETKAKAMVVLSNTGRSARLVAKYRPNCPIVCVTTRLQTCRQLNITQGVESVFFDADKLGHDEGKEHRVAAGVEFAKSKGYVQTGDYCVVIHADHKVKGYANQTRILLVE
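In 50 mM imidazole pH 7.2 with 7 mM MgCl2, LmPK (0.1 nM) turned over PEP (0.5 mM) and ADP (0.1 mM) for 1 h at room temperature. Luciferase read-out of ATP.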
HCV inh = qHTS Assay for Inhibitors of Hepatitis C Virus (HCV); Huh7.5.1 HCVcc-Cre infection, luciferase reporter, 44 h; Potency, µM (series often up to 41.8 µM), for inactives: at the highest dose activity change, negative = inhibition, actives largely listed as inhibitors; 340,000 tested, 3.4% active; AID 651820, 2012; note: potency is the fitted concentration of half-maximal effect; % is set by controls: 0 for no effect and ±100 for the full control effect
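A cell-based infection assay in which seeded cells (1,000 per well) receive test compound after 4 h, are inoculated with HCVcc-Cre at approximately 0.5 moi, and are incubated 44 h before luminescence detection.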
The depositor's hits bear a star; i = inactive; ? = inconclusive; . = not tested or not shown; [ ] = another dose, or the depositor's remark. Unless noted, calls come from the whole dose curve; as a rule, active = well fitted curve in the direction sought with a large enough effect; inconclusive = small, poorly fitted or top-dose-only effect, or another doubt; inactive = no such curve, though single readings can be large; an effect the other way counts as inactive or inconclusive.

SMILES	TbPYK inhibitor	Pf growth 96h	Cycloheximide cs	Pf growth 48h	Shiga inhibitor	LmPK inh	HCV inh
CC(OC(=O)c1cccnc1)C(=O)NCc1ccc2c(c1)OCO2 (configuration not stated)	3%	-15%	7	4%	56	0%	11%
CCCS(=O)(=O)N1CCCC(C(=O)NCCN(CC)CC)C1 (configuration not stated)	-4%	5%	-4	32%[activator]	-13	-1%	15%
CCN1CCCC1CNC(=O)C(=O)NC (configuration not stated)	1%	351%[activator]	-3	16%	41	1%	8%
O=C1COc2ccc(S(=O)(=O)NCCc3ccccc3)cc2N1	0%	15%	-6	15%	-4	-4%	-7%
COc1ccc(NC(=S)NCCC(c2ccccc2)c2ccccc2)c(OC)c1	-3%	?	-1	?	3	2%	?
CCOC(=O)c1c(C)c(C(=O)NC(C)COC)c(C)n1CC (configuration not stated)	3%	-11%	-3	4%	-10	-1%	-3%
CCN(CCN1CCCC1)C(=O)c1cc(COc2ccccc2SC)on1	-7%	?	11	-19%	-5	2%	-22%
CC(C)c1ccc(NC(=O)c2cccc(Br)c2)cc1	4%	-9%	36*	119%[activator]	119*	10%	-7%
O=C(NCC1CCCO1)c1cccc(Oc2c(Cl)cccc2[N+](=O)[O-])c1 (configuration not stated)	-8%	-21%	8	?	20	0%	.
O=C(CNC(=O)OCc1ccccc1)NCC(=O)N1CCCC1C(=O)OCc1ccccc1 (configuration not stated)	4%	-14%	8	16%	29	-3%	31%[activator]
Cc1ccoc1C(=O)NCc1occc1C(=O)O	5%	60%[activator]	-1	7%	21	14%	10%
COCc1nnc(NC(=O)c2ccc(S(=O)(=O)N3CCCc4ccccc43)cc2)o1	0%	?	7	?	-8	-5%	13µM*
Cc1ccc(NC(=O)COC(=O)CCc2nc3ccccc3c(=O)[nH]2)c(Br)c1	5%	31%[activator]	16	10%	9	5%[11.5 µM]	19%
Cn1c(C(=O)N2CCCC(C(=O)N3CCN(C(=O)c4ccco4)CC3)C2)cc2sccc21 (configuration not stated)	-1%	22%	1	.	-5	7%	-23%
c1ccc(N2CCCCC2)c(NC2=NCCC2)c1	-5%	?	-1	2%	-6	-3%	12%

Structural class: the compounds so far with a halogen.
SMILES	TbPYK inhibitor	Pf growth 96h	Cycloheximide cs	Pf growth 48h	Shiga inhibitor	LmPK inh	HCV inh
CC(C)c1ccc(NC(=O)c2cccc(Br)c2)cc1	4%	-9%	36*	119%[activator]	119*	10%	-7%
O=C(NCC1CCCO1)c1cccc(Oc2c(Cl)cccc2[N+](=O)[O-])c1 (configuration not stated)	-8%	-21%	8	?	20	0%	.
Cc1ccc(NC(=O)COC(=O)CCc2nc3ccccc3c(=O)[nH]2)c(Br)c1	5%	31%[activator]	16	10%	9	5%[11.5 µM]	19%

An excerpt of these results, bar-delimited.
structure | TbPYK inhibitor | Pf growth 96h | Cycloheximide cs | Pf growth 48h | Shiga inhibitor | LmPK inh | HCV inh
Cc1ccoc1C(=O)NCc1occc1C(=O)O | 5% | 60%[activator] | -1 | 7% | 21 | 14% | 10%
O=C(CNC(=O)OCc1ccccc1)NCC(=O)N1CCCC1C(=O)OCc1ccccc1 (configuration not stated) | 4% | -14% | 8 | 16% | 29 | -3% | 31%[activator]
CCN1CCCC1CNC(=O)C(=O)NC (configuration not stated) | 1% | 351%[activator] | -3 | 16% | 41 | 1% | 8%
CCN(CCN1CCCC1)C(=O)c1cc(COc2ccccc2SC)on1 | -7% | ? | 11 | -19% | -5 | 2% | -22%

Continued.
SMILES	TbPYK inhibitor	Pf growth 96h	Cycloheximide cs	Pf growth 48h	Shiga inhibitor	LmPK inh	HCV inh
O=C1Nc2ccc(Cl)cc2C(=O)C1(F)c1ccccc1 (configuration not stated)	-2%	-1%	-1	-2%	-11	-6%	8%
NS(=O)(=O)c1ccc(CNC(=O)NC23CC4CC(CC(C4)C2)C3)cc1	3%	.	-1	3%	-12	2%	9%
O=C(Nc1ccc(Cl)c([N+](=O)[O-])c1)Nc1nc2ccccc2s1	.	10µM*	4	?	22	4%	.
CCOP(=O)(OCC)c1nc(-c2ccc(Cl)cc2)oc1NCc1ccccc1	-11%	64%[activator]	-2	?	10	0%	-14%
CCOc1ccc(N2C(=O)C3ON(C)C(c4ccc([N+](=O)[O-])cc4)C3C2=O)cc1 (configuration not stated)	1%	17%	2	5%	-5	2%	2%
O=C1C2C3C=CC([C@@H]2C(=O)N1C1CCCCC1)[C@H]1C(=O)N(C2CCCCC2)C(=O)C31 (some centres not stated)	4%	41%[activator]	-5	39%[activator]	-10	1%	7%
N#CCSc1n[nH]c2nc3c(c(=O)n12)C1(CCCCC1)Cc1ccccc1-3	-10%	-9%	4	-17%	1	-6%	-13%
CC(C)(C)[C@@H]1C=C(C(=O)Nc2ccccc2)O[C@H](OCc2ccc(CO)cc2)C1	1%	8.3µM*	26*	?	50	3%	-27%
O=C(Nc1cccc(NC(=O)c2ccccc2Cl)c1)c1ccc(F)cc1	-1%	6%	2	7%	2	0%	?
Cc1[nH]c2ccc(C(=O)N3CCN(c4ccccn4)CC3)cc2c1C	0%	3%	-2	-11%	-4	0%	2%
COc1cccc(NC(=S)Nc2ccc(O)cc2)c1	-17%	64%[activator]	32*	20%	79*	3%	-19%
c1ccc(C2CC(c3cccs3)Nc3nnnn32)cc1 (configuration not stated)	0%	-5%	-4	15%	-12	0%	-2%
O=C1CCN(S(=O)(=O)c2ccccc2)CCN1CCOCc1ccc(C(F)(F)F)cc1	3%	-14%	-3	-6%	-8	10%	10µM*
CN(C)S(=O)(=O)c1cccc(C(=O)Nc2n[nH]c(C(F)(F)F)n2)c1	-11%	15%	-4	11%	0	-4%	8%
O=C(N/C(=C\c1ccccc1)C(=O)N1CCCCC1)c1ccc(Br)o1	-5%	-17%	-4	54%[activator]	-8	-2%	-14%
Clc1ccc(CNc2nnnn2-c2ccccc2)c(Cl)c1	-1%	10%	0	.	-9	-7%	?
Cc1cc(=O)oc2cc(OCC(=O)N(C)C3CCS(=O)(=O)C3)c(Cl)cc12 (configuration not stated)	-1%	15%	10	6%	17	4%	14%
COc1cccc(CNc2nc3ccccc3n2C)c1O	-5%	22%	35*	130%[activator]	.	1%	0%
Cn1c(COc2ccc3ccccc3c2)nnc1SCC(N)=O	1%	-22%	-4	80%[activator]	-4	-2%	10%
Cc1ccc(NC(=O)C2(N(C(=O)Cn3nnnc3N)c3ccc(C)cc3)CCCCC2)cc1	-5%	13µM*	-2	15%	-30	-7%	3%
CC(C)c1ccc(/C=N/NC(=O)C(=O)NCCCN2CCOCC2)cc1	-3%	24%	-1	1%	-10	0%	?
CC(C)CNC(=O)C1CCN(c2ccc(S(=O)(=O)N3CCOCC3)cc2[N+](=O)[O-])CC1	-3%	?	-6	?	-3	-1%	17%
O=C(O)CN1C(=O)CSC1=S	-8%	31%	-1	33%[activator]	30	0%	7%
CC(=O)NC12CC3CC(C1)CC(C(=O)NCC(=O)Nc1c(C)cc(C)cc1C)(C3)C2	2%	-33%	.	-29%	.	.	10%
CCCn1c(=O)[nH]c(=O)c2c(C(=O)OCC)cc(-c3cccs3)nc21	-5%	?	31*	?	44*	9%	?
Cc1ccc(C(=O)O/N=C(\N)c2cccnc2)cc1[N+](=O)[O-]	-1%	-15%	78*	-9%	18*	-2%	17%
CCN(CC)c1ccc(/C=N/NC(=O)CCC(=O)NCc2ccccc2)c(O)c1	-10%	?	13	13µM*	26	5%	?
O=C(CSc1ccc(-c2cccnc2)nn1)Nc1ccc(F)c(F)c1	-1%	?	8	?	-10	-1%	?
NC(=O)NC(=O)CSc1ccccc1	-7%	13%	-3	10%	3	1%	24%
CN(C)N1C(N)=C(C#N)C(c2ccsc2)C2=C1CC(C)(C)CC2=O (configuration not stated)	-6%	14%	-3	-20%	8	2%	41%[activator]
C[C@H](NCCc1ccc(O)cc1)[C@H](O)c1ccc(O)cc1	0%	16%	.	16%	.	.	14%
CC1CCN(C(=S)c2cn(Cc3ccc(F)cc3)c3ccccc23)CC1	-9%	?	1	?	12	-5%	?
CN1CCc2c1nc1ccccc1c2N=C1CCCN1Cc1ccccc1	-9%	?	-2	?	-11	-2%	?
COc1cc(NC(=O)CSc2nnnn2C2CCCC2)cc(OC)c1	2%	7%	-7	38%[activator]	-7	-2%	-4%
CC(=O)N1N=C(c2ccc(C)o2)CC1c1cccc(F)c1 (configuration not stated)	-11%	34%	-1	-20%	-8	1%	-14%
O=C(NCCCn1ccnc1)/C(=C/c1ccc(Cl)cc1)NC(=O)c1ccccc1	0%	?	-8	0%	-4	1%	18%
CCCC(C)NC(=O)Cc1ccc(S(=O)(=O)N2CCOCC2)s1 (configuration not stated)	2%	-23%	.	-27%	.	.	-6%
COc1ccc(NC(=O)c2csc(Cc3ccccc3)n2)cc1	-1%	.	43*	19%	74	4%	-13%
CCc1ccc(/C=C2\Oc3c(ccc(O)c3CN3CCN(CCO)CC3)C2=O)cc1	29%	?	0	?	-3	-4%	14%
Cn1cnnc1Sc1nc([N+](=O)[O-])nn1C	6%	49%[activator]	-3	11%	-3	-12%	2%
O=C(Nc1ccc(Br)cc1)Nc1ccccc1F	2%	45%[activator]	50*	147%[activator]	107*	?	-9%
COc1ccc(-c2nn(-c3ccccc3)cc2CN(C)CCn2ccnc2C)c(F)c1	2%	0%	-1	0%	-2	2%	-27%
COc1cccc2c(=O)ccoc12	1%	-4%	12*	14%	39	1%	18%
COC(=O)Cc1[nH]n(-c2ccccc2)c(=O)c1C(C)=Nc1ccccc1	6%	10%	5	39%[activator]	15	1%	1%
O=C(c1cccs1)N1CCN(Cc2cccc([N+](=O)[O-])c2)CC1	4%	-28%	-4	3%	20	-8%	13%
Cc1cnc(NC(=O)CC2CCCC2)s1	1%	258%[activator]	49*	235%[activator]	105*	0%	23%
O=C(CCN1C(=O)c2ccccc2S1(=O)=O)Nc1cccc(F)c1	1%	5%	.	-24%	.	.	-16%
CCCCN(CC)CCCNC(=S)Nc1ccc2nc(N3CCN(CC)CC3)cc(C)c2c1	-3%	43%[activator]	-7	2.9µM*	-8	-1%	?
Nc1c(C(=O)Nc2ccc(Cl)cc2)sc2nc(N3CCOCC3)c3c(c12)CCCC3	?	?	-8	-10%	27	-5%	?
Cc1cc(C)cc(N2CC(c3nc4ccccc4n3C)CC2=O)c1 (configuration not stated)	1%	7%	-1	-1%	-7	3%	?
COCCn1c(SCc2cccnc2)nnc1-c1ccco1	9%	9.3µM*	7	23%	9	14%	4%
CC1(C)CC(=O)C=C(NCCN2CCN(C(=S)Nc3ccccc3)CC2)C1	0%	?	6	?	-10	-1%	14%
O=C(Nc1cc(C(F)(F)F)ccc1N1CCOCC1)c1cccc(F)c1	-7%	?	8	-10%	-20	-1%	?
COc1ccccc1OCCNC(=O)c1cccc(S(=O)(=O)N2CC(C)OC(C)C2)c1 (configuration not stated)	0%	?	-3	?	-5	0%	.
Cc1ccc(/C=C/C(=O)NN2CCN(C)CC2)cc1	-1%	13%	22	26%	49	5%	6%
COc1ccc(-c2cccc(-c3cc(=O)oc4cc(OC)c(OC)c(OC)c34)c2)cc1	-3%	.	26	.	i	.	?
